Source: PubChem BioAssay (National Center for Advancing Translational Sciences (NCATS))
IL2 activator: qHTS of IL-2 Activators | IL-2 activation reporter assay, cell-based qHTS; stimulated with anti-CD3/CD4/CD28 beads; in transgenic mouse T cells | activation, % (series mostly up to about 46 µM) | actives 0.065% (n = 360,000) | AID 652025, 2013; in the data active means activation above about 50%; inconclusive means mostly about 30% to 49%; further: 0% is about no effect
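Readout: EGFP and DsRed signals by fluorescent plate cytometry. Unstimulated transgenic mouse T cells received compound 60 min before antibody-bead stimulation, then incubated 18 h at 37 degrees C.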
PI5P4Ka inh: qHTS for Inhibitors of phosphatidylinositol 5-phosphate 4-kinase (PI5P4K); AID 652105, 2013; PI5P4Kalpha enzyme, ADP-Glo luminescence, 60 min; stronger effect = lower value; Phosphatidylinositol 5-phosphate 4-kinase type-2 alpha (Homo sapiens), P48426; max response, %; actives 1.2% (n = 330,000); active means max response of -50% or lower; inconclusive means between -30% and -50%; inactive means -30% or higher; further: value at the top dose of about 77 µM; on the % scale 0 is the no-effect control and ±100 the full control effect
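Compounds were pin-transferred onto PI5P4Kalpha and substrate in HEPES pH 7.4 buffer with EGTA, CHAPS and 5% DMSO. ATP (5 microM final) started the reaction, which ran 60 minutes at room temperature before ADP-Glo detection.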
WRN inhibitor: qHTS for Inhibitors of WRN Helicase; AID 651768, 2012; Bifunctional 3'-5' exonuclease/ATP-dependent helicase WRN (Homo sapiens), Q14191; WRN helicase unwinding, fluorescent forked duplex, kinetic; Potency, µM (doses to about 114 µM), for inactives: at the highest dose activity change, negative = inhibition, actives largely listed as inhibitors; actives 0.46% (n = 360,000); further: potency means the concentration at half of the fitted maximal effect; on the % scale 0 is the no-effect control and ±100 the full control effect; nearly all actives have a fitted effect of over 55% in size
Target sequence (Q14191 whole entry, looked up): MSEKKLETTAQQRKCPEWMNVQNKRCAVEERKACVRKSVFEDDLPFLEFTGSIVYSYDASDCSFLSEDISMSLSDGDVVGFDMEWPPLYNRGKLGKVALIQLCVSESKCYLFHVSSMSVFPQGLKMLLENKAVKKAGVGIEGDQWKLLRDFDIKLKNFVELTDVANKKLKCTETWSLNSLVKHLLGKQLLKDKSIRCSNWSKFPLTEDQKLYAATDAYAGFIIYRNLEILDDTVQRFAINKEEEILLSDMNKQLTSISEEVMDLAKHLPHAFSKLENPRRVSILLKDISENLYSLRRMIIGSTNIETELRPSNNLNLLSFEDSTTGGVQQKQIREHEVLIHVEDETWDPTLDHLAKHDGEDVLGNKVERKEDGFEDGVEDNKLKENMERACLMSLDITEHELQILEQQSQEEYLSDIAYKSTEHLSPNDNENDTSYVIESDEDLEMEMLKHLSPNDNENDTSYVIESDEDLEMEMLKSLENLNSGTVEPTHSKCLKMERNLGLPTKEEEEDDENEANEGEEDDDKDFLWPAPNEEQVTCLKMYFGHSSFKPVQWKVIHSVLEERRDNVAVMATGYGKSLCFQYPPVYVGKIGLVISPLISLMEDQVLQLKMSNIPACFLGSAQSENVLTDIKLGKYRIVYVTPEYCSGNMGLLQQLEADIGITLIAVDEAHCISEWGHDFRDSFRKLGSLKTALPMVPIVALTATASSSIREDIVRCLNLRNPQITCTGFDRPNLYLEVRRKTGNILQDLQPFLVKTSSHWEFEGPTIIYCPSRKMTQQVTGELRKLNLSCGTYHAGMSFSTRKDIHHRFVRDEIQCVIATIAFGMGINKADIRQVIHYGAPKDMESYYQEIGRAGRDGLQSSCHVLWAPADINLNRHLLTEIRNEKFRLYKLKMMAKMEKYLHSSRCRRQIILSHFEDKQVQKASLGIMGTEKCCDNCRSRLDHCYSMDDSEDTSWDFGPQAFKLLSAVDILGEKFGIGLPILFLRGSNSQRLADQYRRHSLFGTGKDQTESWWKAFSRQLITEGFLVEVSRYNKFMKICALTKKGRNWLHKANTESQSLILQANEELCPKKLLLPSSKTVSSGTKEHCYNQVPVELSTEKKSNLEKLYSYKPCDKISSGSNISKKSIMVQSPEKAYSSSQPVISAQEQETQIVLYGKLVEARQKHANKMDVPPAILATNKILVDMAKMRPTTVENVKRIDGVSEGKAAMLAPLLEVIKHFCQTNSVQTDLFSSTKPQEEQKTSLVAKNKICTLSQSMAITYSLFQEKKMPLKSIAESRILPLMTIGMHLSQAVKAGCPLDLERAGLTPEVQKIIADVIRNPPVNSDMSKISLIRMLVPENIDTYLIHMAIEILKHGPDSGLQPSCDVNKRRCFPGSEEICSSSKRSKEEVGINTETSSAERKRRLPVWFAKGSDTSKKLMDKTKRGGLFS
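WRN at 20 nM final was preincubated with compound for 15 min at room temperature; reaction started with 100 nM forked duplex oligonucleotide carrying fluorophore and quencher plus 2 mM ATP (final). Unwinding followed kinetically by red fluorescence (ex 525/em 598 nm).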
FUS suppressor: qHTS for Suppressors of FUS Proteinopathy: Primary screen using FUS-linked yeast assay. S. cerevisiae FUS-expressing, growth rescue, OD600, 24 h. Potency, µM (titrated, usually from 76.6 µM), for the others: at the highest dose growth rescue (activation), hits mostly activators. actives 0.24% (n = 390,000). AID 1347120, 2019;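 further: potency means the concentration at half of the fitted maximal effect; plate controls were DMSO vehicle for no effect and reference control for full effect; nearly all actives have a fitted effect of over 55% in size; some results filed as inactive show a strong effect at the top dose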
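Read-out: OD at 600 nm after 24hr at 30C, reporting rescue of FUS-induced yeast toxicity. Cells at OD 0.005 in galactose (2%) minimal medium; compounds tested in a dilution series; CP55940 titration from 92uM final as control.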
aSyn yeast inh: qHTS of alpha-syn Inhibitors; Yeast expressing alpha-synuclein, growth rescue, BacTiter-Glo, 24 h; actives 0.14% (n = 370,000); Potency, µM (doses to about 46.1 µM), for the others: at the top dose growth rescue (activation), most hits filed as activators; further: potency means the concentration at half of the fitted maximal effect; % of control where 0% means no effect; nearly all actives have a fitted effect of over 65% in size
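Screening used galactose-induced yeast with toxic alpha-synuclein levels, exposed to compound for 24 hr at 30 deg C. Cell growth, read with BacTiter-Glo luminescence, gave the measured signal.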
PLK1 PBD inh: qHTS for Inhibitors of PLK1-PDB (polo-like kinase 1 - polo-box domain): Primary Screen; Plk1 PBD binding of FITC phosphopeptide, fluorescence polarization; Potency, µM, without a hit: max response, negative = inhibition, actives largely listed as inhibitors; actives 2.8% (n = 360,000); AID 720504, 2013; further: potency means the concentration at half of the fitted maximal effect; series mostly up to about 57 µM; on the % scale 0 is the no-effect control and ±100 the full control effect; nearly all actives have a fitted effect of over 65% in size
Abeta rescue: qHTS for compounds that reverse cellular toxicity of Amyloid beta (A-beta) peptide in yeast: Primary Screen; yeast expressing A-beta42, growth rescue, OD600, 48 h; response scale: 0% DMSO, 100% iron-clioquinol control; Potency, µM (series often up to 46.1 µM), for inactives: at the top dose growth rescue, usual class: activators; actives 0.063% (n = 410,000); AID 1347071, 2019; further: potency means the concentration at half of the fitted maximal effect; nearly all actives have a fitted effect of over 55% in size
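Yeast growth medium received pinned compounds, then yeast cells expressing toxic A-beta were added; plates incubated at 30 C for 48 hr. Growth read as absorbance at 600 nm, normalized to DMSO and equimolar FeCl3 plus clioquinol controls.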
EPAC1 antagonist: qHTS for Antagonist of cAMP-regulated guanine nucleotide exchange factor 3 (EPAC1): primary screen; Potency, µM (series often up to 115 µM), inactives show at the top dose activity change, negative = inhibition, usual class: inhibitors; actives 0.14% (n = 360,000); Rap guanine nucleotide exchange factor 3 (Homo sapiens), O95398; EPAC1 GEF assay, Rap1b-BODIPY-GDP exchange fluorescence;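 further: potency means the concentration at half of the fitted maximal effect; plate controls were vehicle for no effect and positive control for full effect; nearly all actives have a fitted effect of over 50% in size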
EPAC1 ag: qHTS for Agonist of cAMP-regulated guanine nucleotide exchange factor 3 (EPAC1): primary screen; Potency, µM (series often up to 154 µM), for the others: top-dose activation, most hits filed as activators; EPAC1 agonist qHTS, biochemical assay; response scale: 100% = response to 6.5 mM cAMP; actives 0.073% (n = 360,000); Rap guanine nucleotide exchange factor 3 (Homo sapiens), O95398; further: potency means the concentration at half of the fitted maximal effect; nearly all actives have a fitted effect of over 60% in size
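Fluorescent GDP-exchange assay: 100 nM EPAC1 with 250 nM Rap1B preloaded with BODIPY-GDP and 50 uM GDP; compounds tested as concentration series, 5 min at room temperature, then read every 5 min for 30 min (ex 480/em 540 nm); normalized to 6.5 mM cAMP.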
* hit, by the source's call; ? = inconclusive; nt = no result given; & = joins results of further samples; [ ] = dose if it differs, or a comment. Unless noted, the call rests on the fitted dose curve; in most records, active means well fitted curve in the direction sought with a large enough effect; inconclusive means small, poorly fitted or top-dose-only effect, or another doubt; inactive means no such curve, though single readings can be large; an effect the other way counts as inactive or inconclusive.

mol,IL2 activator,PI5P4Ka inh,WRN inhibitor,FUS suppressor,aSyn yeast inh,PLK1 PBD inh,Abeta rescue,EPAC1 antagonist,EPAC1 ag
CC(=O)N1CC=C2C(C#N)=C(N)C(C#N)(C#N)[C@H](c3ccoc3)[C@H]2C1,5.9,nt,-16%,11%,8%,-12%,1%,2%,11%
O=C(O)C1CCN(c2nc(-c3ccccc3)nc3c2oc2ccccc23)CC1,0.3,2,-7%,-7%,-5%,-8%,-2%,-9%,-7%
COc1ccc(-c2noc(N3CCCC(C(=O)Nc4ccccc4F)C3)n2)cc1 (stereo unspecified),-2.8,1,9%,-8%,1%,1%,-9%,?,-8%
CC(=O)Nc1cc(-c2ccc(C(=O)N3CCOCC3)cc2)cn2c(-c3ccc(F)c(Cl)c3)cnc12,-0.3,-8,-15%,44%,9%,-23%,5%,-25%,-3%
CCOC(=O)C(c1ccccc1)C(Nc1cc(C(F)(F)F)cc(C(F)(F)F)c1)c1ccccn1 (stereo unspecified),-0.3,0,-21%,-25%,1%,-1%,1%,12%,1%
O=S(=O)(c1cccc(-c2nnc3n2CCCCC3)c1)N1CCCC1,-1.0,-7,-3%,-9%,1%,-1%,-11%,8%,-3%
Cc1ccc2[nH]c3c(=O)n(CC(=O)NCCc4ccc(Cl)cc4)ncc3c2c1,-0.7,-2,7%,-1%&-16%,-3%,1%,12%&2%,-2%,-4%
COc1ccccc1C(=O)Nc1ccc(C(=O)Nc2ccccc2C(=O)O)cc1,-0.9,-80*,-23%,15%,-9%,-1%,0%,-8%,7%
CN1CCN(c2ccc3c(c2)C2CC3CCN2C(=O)OCc2ccccc2)CC1 (stereo unspecified),-0.1,-5,3%,-18%,4%,-6%,-20%,-3%,-8%
COc1ccc(C2NC(=O)NC(C)=C2[N+](=O)[O-])cc1 (stereo unspecified),0.4,-2,4%,0%,-1%,2%,1%,6%,16%
O=C(NCc1ccccn1)c1cc(-n2cnnc2)ccc1Cl,-1.3,3,6%,12%,-1%,-9%,10%,-4%,12%
C[C@H](CO)N1C[C@H](C)[C@@H](CN(C)C(=O)Nc2ccc(C(F)(F)F)cc2)Oc2ccc(NC(=O)NC3CCCCC3)cc2C1=O,-0.7,1,-19%,?,3%,-2%,1%,-21%,-25%
COc1ccccc1N1CCN(C(=O)c2ccoc2C)CC1,0.5,-6,3%,8%,-5%,?,3%,4%,9%
COc1ccc2oc(C)c(C(=O)Cn3ccnc3)c2c1,0.8,15,5%,14%,1%,-23%,1%,-4%,0%
Cc1c(CCC(C)C)c(=O)n2c([nH]c3ccccc32)c1C#N,2.2,7,-7%,-18%,-37%[inhibitor],-3%,-60%[inhibitor],-28%,5%
CCOC(=O)Cn1cnc2sc(C(=O)OC)c(C)c2c1=O,3.0,-12,0%,22%,3%,?,-3%,2%,6%
CCOC(=O)COn1c(-c2cccc(Cl)c2)nc2ccc([N+](=O)[O-])cc21,-2.6,4,-11%,nt,2%,2%,-8%,-20%,-2%
CSc1cccc(NC(=O)/C=C/c2ccccc2)c1,-4.2,nt,-1%,13%,-21%,0%,-14%,9%,12%
CC(NC(=O)c1cccnc1Sc1ccccc1)c1ccc(S(N)(=O)=O)cc1 (stereo unspecified),-1.2,-5,-13%,nt,1%,-1%,4%,-14%,7%
O=C(NCc1cccnc1)c1ccc(-c2ccccc2[N+](=O)[O-])o1,-0.9,0,-16%,nt,-5%,-3%,18%,-15%,-12%
CNc1cncc(-c2ccc(F)cc2F)n1,-0.2,-3,-2%,-24%,3%,4%,-1%,-5%,2%
CC(=O)c1ccc(-c2ccccc2OC(F)(F)F)o1,-0.2,-6,4%,14%,3%,-2%,-3%,-17%,0%
O=C(CCCN1CCOCC1)c1ccc2c(c1)OCCO2,-2.1,nt,-1%,-9%,-9%,-1%,13%,12%,-2%
O=C(COC(=O)c1ccc2ccccc2c1)Nc1ncc(C(F)(F)F)cc1Cl,-6.6,3,-19%,nt,-10%,-9%,-9%,-15%,-6%
COC(=O)/C(C#N)=C/c1c(N2CCN(c3ccccc3)CC2)nc2ccccn2c1=O,0.0,1,-6%,?,2%,-2%,-4%,4%,-4%
O=S(=O)(c1ccc(Cl)cc1)N1CCN=C1SCc1ccc(Cl)c(Cl)c1,-0.6,-3,7%,nt,-3%,6%,3%,5%,3%
O=C(/C=C/c1cccs1)N1CCN(Cc2ccc3c(c2)OCO3)CC1,-0.2,2,9%,nt,2%,-12%,14%,-5%,6%
CCOc1ccccc1OCC(=O)Nc1nnc(C)s1,-2.4,nt,-13%,-18%,-3%,-7%,-9%,31%[activator],-3%
COc1ccc(C2=Nn3c(nnc3-c3cc(C)[nH]n3)SC2)cc1,-1.2,-11,?,18%,-2%,-10%,-9%,-13%,9%
Cc1ccccc1C(=O)NNC(=O)Cc1ccccc1,-1.2,nt,-21%,6%,2%,-25%,-18%,11%,4%
CC(=O)NC1=C(N(C)C2CCS(=O)(=O)C2)C(=O)c2ccccc2C1=O (stereo unspecified),-2.8,-3,-1%,-1%,-3%,-8%,-26%,-11%,-3%
O=C(O)c1cccc(-n2cccc2/C=C2\NC(=O)N(Cc3ccc(F)cc3)C2=O)c1,-0.9,?,?,-4%,6%,?,-9%,-8%,4%
CN(CCc1ccccc1)C(=O)c1ccc(NC(=O)Cc2ccc(NC(=O)C3CCN(S(=O)(=O)c4cccc([N+](=O)[O-])c4)CC3)cc2)cc1,-0.3,-21,-1%,44%,0%,-23%,6%,-15%,-2%
Cc1ccc(CSc2nncn2-c2ccccn2)cc1,-2.6,0,-3%,-1%,1%,-11%,23%,8%,6%
Cc1ccc(N2CCN(S(=O)(=O)c3ccc(C)cc3)CC2)cc1,-0.4,-1,10%,10%,-2%,-25%,6%,-20%,6%
CCN(C(=O)c1ccc(S(=O)(=O)N2CCC(C)CC2)cc1)C1CCS(=O)(=O)C1 (stereo unspecified),-2.6,4,1%,2%,-5%,-8%,-1%,12%,-6%
O=C(NCc1ccccc1CN1CCOCC1)c1ccc(-n2cccn2)cc1,0.1,2,-9%,-2%,1%,-6%,-7%,-4%,-5%
Nn1c(SCC(=O)NC(=O)NC2CCCC2)nnc1-c1ccccc1F,1.4,nt,2%,10%,7%,-6%,18%,-9%,-3%
CSCCC1NC2(C(=O)Nc3ccc(Cl)cc32)[C@@H]2C(=O)N(C3CCCC3)C(=O)[C@H]12 (stereo partly specified),0.1,-17,-15%,?,13%,-6%,13%,-10%,1%
CN(C)c1nc(N(C)C)nc(N(C#N)CCOc2ccccc2)n1,-1.0,2,-12%,14%,17%,-7%,5%,-14%,6%
O=C(O)c1ccc(/C=N/NC(=S)NC2CCCCC2)cc1,0.0,6,-5%,-14%,-1%,-7%,0%,8%,2%
CC(=O)n1cc(N(C(=O)CCl)c2ccc(C)cc2)c2ccccc21,-1.5,4,-2%,18%,14%,-9%,-14%,-23%,1%
O=C(NCC(c1cccs1)N1CCOCC1)c1ccc(Cl)s1 (stereo unspecified),-1.4,nt,-2%,-5%,5%,-10%,5%,-17%,8%
COc1ccccc1/C=C/CN1CCC(Oc2cc(C(=O)NC3CC3)ccc2OC)CC1,0.4,5,-3%,0%,-3%,-9%,-13%,0%,12%
CCN1C(=O)N(CN2CCOCC2)C2C1N(CN1CCOCC1)C(=O)N2CC (stereo unspecified),0.3,-7,-22%,-18%,-3%,-11%,-2%,-20%,8%
CCc1nc2ccc(C(=O)NCCCn3ccnc3)cn2c1N(C)CCCc1ccccc1,-0.7,4,-5%,-24%,0%,-10%,-2%,-7%,-3%
C[C@H]1COC(=O)[C@H](CC(=O)OC(C)(C)C)C/C=C\C[C@@H](CC(=O)NCCO)C(=O)N1,0.8,1,10%,-9%,-7%,-14%,-2%,6%,-5%
CCn1cc(/C=C(\NC(=O)c2cc(OC)c(OC)c(OC)c2)C(=O)NCCCN2CCOCC2)c2ccccc21,-0.8,5,-5%[57.1 µM],20%,1%,1%,16%,6%,-4%
CCOC(=O)CCCNC(=O)COC(=O)c1cc2ccccc2cc1O,1.2,-1,-13%,8%,6%,-2%,1%,2%,5%
CC(=O)N1N=C(c2ccco2)CC1c1cc2cc(C)ccc2nc1Cl (stereo unspecified),-2.7,-1,-5%,-18%,-9%,-3%,-17%,6%,11%
Cc1cnc([N+](=O)[O-])n1CCOC(=O)NC(=O)c1cccc(F)c1,0.4,1,7%,8%,0%,9%,-22%,-7%,-5%
COc1ccc(/C=N/N=C2/NC(=O)CC(C(=O)O)S2)cc1 (stereo unspecified),0.4,0,1%,9%,-1%,4%,-21%,-19%,7%
CCn1c2ccccc2c2cc(NC(=O)c3cc(C)on3)ccc21,-1.3,26,-20%,17%,13%,1%,6%,-3%,4%
